iPSC survival up: increases survival of single human iPS cells. 360,000 tested, 0.044% active. survival enhancement, % at 20 µM. hiPSC single-cell survival, ATPlite luminescence; 100% = ROCK inhibitor wells, 0% = DMSO. AID 602274; in the data active = survival enhancement above about 18%;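 note: cells exposed to compounds for 16 hours before the ATP read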
TRAIL sens C8: caspase-8 TRAIL sensitization. NB7+C8 cells + TRAIL, ATPlite viability luminescence. 360,000 tested, 1% active. AID 624354. inhibition (viability loss, TRAIL sensitization), % at 10 µM;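 active = compounds causing at least 50% loss of cell viability in the single-dose screen, relative to plate controls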
NR2E3 ag-1: human photoreceptor-specific nuclear receptor agonism. Q9Y5X4. inhibition of corepressor binding, % at 3.98 µM. AID 602229. CHO-S Gal4-NCOR/VP16-NR2E3 two-hybrid, luciferase. 360,000 tested, 0.35% active;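 active = inhibition above the mean of all tested compounds plus 3 SD, cut at about 70% in these data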;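 note: 0% = DMSO with NR2E3 transfected cells and 100% = cells lacking NR2E3 construct; higher means lower luciferase signal from less NR2E3 corepressor binding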
Target sequence (Q9Y5X4 whole entry, looked up, the tested form may be a part): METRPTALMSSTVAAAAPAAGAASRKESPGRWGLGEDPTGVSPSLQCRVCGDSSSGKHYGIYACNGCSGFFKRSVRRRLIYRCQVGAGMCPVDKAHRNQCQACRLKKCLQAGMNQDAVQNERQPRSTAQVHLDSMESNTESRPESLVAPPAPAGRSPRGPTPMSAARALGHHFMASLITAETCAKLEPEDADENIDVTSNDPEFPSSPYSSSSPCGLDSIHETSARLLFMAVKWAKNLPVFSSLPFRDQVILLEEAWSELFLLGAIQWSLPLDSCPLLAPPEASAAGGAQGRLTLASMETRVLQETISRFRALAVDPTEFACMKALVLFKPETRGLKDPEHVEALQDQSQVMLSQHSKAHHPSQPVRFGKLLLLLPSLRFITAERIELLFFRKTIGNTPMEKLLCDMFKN
KKLEB tox: counter-screen for CF NF-kB inhibitors: cytotoxicity; KKLEB CF airway cells viability, ATPlite luminescence, overnight; active compounds read low; cells stimulated with P. aeruginosa culture filtrate; activity change (cytotoxicity), % at 5 µM; 360,000 tested, 0.36% active; AID 602141;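 active = corrected activity change at or below -50% at 5 µM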
TRPM1 prom inh: inhibitors of MITF-driven TRPM1 promoter in melanoma cells. SK-MEL-5 TRPM1 promoter luciferase, 24 h. inhibition, % at 12.5 µM. 330,000 tested, 0.83% active. AID 488899;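 active = mean inhibition across replicates of 60% or more, whatever share of single replicates reaches that level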; note: values of inactives mirror those of a sister screen read the other way
HIF-2a inh: inhibitors of HIF-2a; inhibition, % at 18.8 µM; AID 624352; 360,000 tested, 0.72% active; 786-0 RCC cells HIF-2a reporter, luciferase luminescence, overnight;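 active = inhibition of the luminescence signal of 40% or more relative to plate controls, in a single-dose primary screen at 18.75 µM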
CF NFkB block: blocks PAF-induced NF-kB reporter in cystic fibrosis cells; 360,000 tested, 0.86% active; inhibition, % at 5 µM; AID 588850; KKLEB NF-kB-GFP reporter, GFP fluorescence overnight;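 active = at least 50% inhibition at 5 µM, scaled per plate between neutral and stimulator controls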;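 note: PAF is a Pseudomonas aeruginosa culture filtrate used as stimulus; plate controls were PAF-stimulated DMSO wells for no effect and unstimulated DMSO wells for full effect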
Shn3 3UTR inh: inhibitors of Schnurri-3 3'UTR reporter in osteoblasts. AID 588674. inhibition, % at 12.5 µM. 360,000 tested, 0.52% active. Clone20 osteoblast Shn3 3'UTR firefly luciferase, 24 h;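 active = mean inhibition of at least 75% with every replicate also reaching 75%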;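 note: 0% = median of neutral control wells and 100% = pilot-screen positive control compound; some compounds past the cut are filed as inactive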
Peg3 prom inh: reduces Peg3 promoter-driven luciferase expression in HeLa. HeLa PEG-Prom luciferase reporter, luminescence, overnight. inhibition, % at 20 µM. 360,000 tested, 1.7% active;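 active = inhibition of at least 50% at 20 µM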
LMP1 NFkB inh: Epstein-Barr LMP1 NF-kappaB reporter inhibition | LMP1-induced NF-kappaB luciferase reporter cells, luminescence | inhibition, % at 12.5 µM | 350,000 tested, 0.69% active; in the data active = inhibition above about 41%;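 note: 0% = neutral control wells and 100% = reference inhibitor control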
NR2E3 ag-2: activates human photoreceptor nuclear receptor NR2E3; GST-NR2E3/biotin-RetCOR TR-FRET, 1536-well; Q9Y5X4; 320,000 tested, 0.12% active; AID 2300; inhibition of corepressor binding, % at 4.78 µM;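 active = percent inhibition above the cutoff of mean plus 3 SD of all tested compounds, set per screening campaign, cut at about 20% in these data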;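 note: 0% = DMSO wells and 100% = biotin wells as full block of FRET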
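System: GST-NR2E3 and biotin-RetCOR proteins; probe or stimulus: 7 nM biotin-RetCOR; doses: compound at 4.8 µM, single dose; schedule: Compound–protein incubation for 5 h at 4 °C; detection: time-resolved FRET; read-out: percent inhibition; controls: biotin wells as high control, 0.6% DMSO wells as low control; format: 1536-well plates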
Numbers without * were called inactive; & = joins results of further samples. These rows are one share of the data (hit frequency here may not be typical).

For CC(C)(C)c1ccc(O)c(CN2CCN(c3ccccc3)CC2)c1 the results were iPSC survival up -0.7, TRAIL sens C8 14, NR2E3 ag-1 -2, KKLEB tox 7, TRPM1 prom inh -1, HIF-2a inh 4, CF NFkB block -18, Shn3 3UTR inh 13, Peg3 prom inh 13, LMP1 NFkB inh 3 and NR2E3 ag-2 6.
COC(=O)C1=C(c2ccc(F)cc2OCc2ccccc2)C[C@@H]2CC[C@H]1N2C(=O)NC1CCCCC1 was read as iPSC survival up -3.5, TRAIL sens C8 10, NR2E3 ag-1 2, KKLEB tox -17, TRPM1 prom inh 9, HIF-2a inh 19, CF NFkB block 16, Shn3 3UTR inh 45, Peg3 prom inh 20, LMP1 NFkB inh -3 and NR2E3 ag-2 4.
`COC(=O)C1=C(c2ccc(-c3ccccc3)c(F)c2)C[C@@H]2CC[C@H]1N2C(=O)NCC1CC1` gave iPSC survival up -0.7, TRAIL sens C8 18, NR2E3 ag-1 33, KKLEB tox 21, TRPM1 prom inh 5, HIF-2a inh 13, CF NFkB block -15, Shn3 3UTR inh 85, Peg3 prom inh 10, LMP1 NFkB inh 28 and NR2E3 ag-2 -2.
`CCCCn1c(C)c(C(=O)O)c2cc(OC)c3ccccc3c21` gave iPSC survival up 0.5, TRAIL sens C8 -11, NR2E3 ag-1 -20, KKLEB tox 4, TRPM1 prom inh 19, HIF-2a inh 13, CF NFkB block 22, Shn3 3UTR inh 2, Peg3 prom inh 12, LMP1 NFkB inh 4 and NR2E3 ag-2 -2.
N#CCN1CCN(c2ccc(C(F)(F)F)cc2)CC1 was read as iPSC survival up 5.6, TRAIL sens C8 -8, NR2E3 ag-1 -9, KKLEB tox 0, TRPM1 prom inh -8, HIF-2a inh 13, CF NFkB block 10, Shn3 3UTR inh -7, Peg3 prom inh 8, LMP1 NFkB inh 4 and NR2E3 ag-2 -1.
CCCCOc1ccc(CN2CCN(CCO)CC2)cc1 was read as iPSC survival up 2.5, TRAIL sens C8 -9, NR2E3 ag-1 6, KKLEB tox 1, TRPM1 prom inh -7, HIF-2a inh -68, CF NFkB block 0, Shn3 3UTR inh -13, Peg3 prom inh -52, LMP1 NFkB inh -11 and NR2E3 ag-2 2.
C/C=C1\NC(=O)[C@H](C)NC(=O)[C@@H](NC(=O)[C@H](Cc2ccc(O)cc2)NC(=O)[C@@H](NC(=O)/C(C)=C/C)C(C)C)[C@@H](C)OC(=O)[C@H](CCCc2ccc(O)cc2)NC(=O)[C@@H](CCC(=O)O)NC1=O was read as iPSC survival up 2.3, TRAIL sens C8 3, NR2E3 ag-1 0, KKLEB tox -1, HIF-2a inh 5, CF NFkB block -1, Shn3 3UTR inh -31 and Peg3 prom inh -5.
For Cc1nc2cc([N+](=O)[O-])ccc2c(=O)n1-c1cccc(Br)c1 the results were iPSC survival up -0.3, TRAIL sens C8 0, NR2E3 ag-1 6, KKLEB tox -10, TRPM1 prom inh 6, HIF-2a inh 2, CF NFkB block 28, Shn3 3UTR inh 5, Peg3 prom inh 21, LMP1 NFkB inh 0 and NR2E3 ag-2 -1.
`COc1ccc(CN2CCNCC2)c(OC)c1OC` gave iPSC survival up 2.4&1.3, TRAIL sens C8 -1&-6, NR2E3 ag-1 -22&1, KKLEB tox -1&-35, TRPM1 prom inh 5&5, HIF-2a inh 6&-1, CF NFkB block 6&-5, Shn3 3UTR inh -3&16, Peg3 prom inh 10&-7, LMP1 NFkB inh 4&28 and NR2E3 ag-2 -3&0.
For CSCCC(c1nnnn1-c1c(C)cccc1C)N1CCC2(CC1)C(=O)NCN2c1ccccc1 (stereo unspecified) the results were iPSC survival up -2.3, TRAIL sens C8 15, NR2E3 ag-1 -18, KKLEB tox -1, HIF-2a inh -44, CF NFkB block -22, Shn3 3UTR inh 3 and Peg3 prom inh 33.
For C[C@]12CC[C@H](O)C[C@@H]1CC[C@@H]1[C@@H]2CC[C@]2(C)[C@@H](C(=O)O)C[C@@H]12 the results were iPSC survival up 0.3, TRAIL sens C8 8, NR2E3 ag-1 -18, KKLEB tox -15, TRPM1 prom inh 7, HIF-2a inh 1, CF NFkB block 7, Shn3 3UTR inh -3, Peg3 prom inh 6, LMP1 NFkB inh -4 and NR2E3 ag-2 1.
Screening Cn1ccnc1P(=S)(c1nccn1C)c1nccn1C returned iPSC survival up -2.3, TRAIL sens C8 -16, NR2E3 ag-1 -31, KKLEB tox 0, TRPM1 prom inh 3, HIF-2a inh -2, CF NFkB block 6, Shn3 3UTR inh -8, Peg3 prom inh 6, LMP1 NFkB inh 3 and NR2E3 ag-2 0.
For CCCCn1c(O)c(C(C)=NC(Cc2c[nH]c3ccccc23)C(=O)OC)c(=O)[nH]c1=O (stereo unspecified) the results were iPSC survival up 1.9, TRAIL sens C8 4, NR2E3 ag-1 -16, KKLEB tox 1, TRPM1 prom inh 7, HIF-2a inh 21, CF NFkB block 10, Shn3 3UTR inh -19, Peg3 prom inh 9, LMP1 NFkB inh 0 and NR2E3 ag-2 0.
CC(Cc1ccccc1)N1C(=O)c2ccccc2C1=O (stereo unspecified) was read as iPSC survival up 1.2, TRAIL sens C8 15, NR2E3 ag-1 -18, KKLEB tox 6, TRPM1 prom inh -68, HIF-2a inh -74, CF NFkB block -12, Shn3 3UTR inh -16, Peg3 prom inh -48, LMP1 NFkB inh -2 and NR2E3 ag-2 3.
`Clc1cc(Cl)c(-c2cc(Cl)c(Cl)cc2Cl)cc1Cl` gave iPSC survival up -0.6, TRAIL sens C8 4, NR2E3 ag-1 0, KKLEB tox 9, TRPM1 prom inh -1, HIF-2a inh -4, CF NFkB block 2, Shn3 3UTR inh 4, Peg3 prom inh 4, LMP1 NFkB inh 3 and NR2E3 ag-2 2.
`CCCCn1c(O)c(/C=N/NC(=O)c2ccncc2)c(=O)[nH]c1=S` gave iPSC survival up 0.1, TRAIL sens C8 -3, NR2E3 ag-1 -1, KKLEB tox -3, TRPM1 prom inh 4, HIF-2a inh 8, CF NFkB block -22, Peg3 prom inh -1, LMP1 NFkB inh -8 and NR2E3 ag-2 -3.
Screening C[C@@H]1CN([C@@H](C)CO)C(=O)CCCn2nncc2CO[C@H]1CN(C)C(=O)Oc1cccc2ccccc12 returned iPSC survival up -0.8, TRAIL sens C8 -6, NR2E3 ag-1 -1, KKLEB tox 12, HIF-2a inh -8, CF NFkB block -20, Shn3 3UTR inh 13, Peg3 prom inh -4 and LMP1 NFkB inh 4.
Screening NNC(=O)c1nc[nH]c1C(=O)Nc1ccc(Cl)cc1C(=O)c1ccccc1 returned iPSC survival up -0.3, TRAIL sens C8 0, NR2E3 ag-1 -34, KKLEB tox -2, TRPM1 prom inh 2, HIF-2a inh 18, CF NFkB block -7, Shn3 3UTR inh -32, Peg3 prom inh 6 and LMP1 NFkB inh -10.
O=C(CSC1c2ccccc2-c2ccccc21)N/N=C/c1ccccc1O was read as iPSC survival up -1.4, TRAIL sens C8 9, NR2E3 ag-1 0, KKLEB tox -9, TRPM1 prom inh 43, HIF-2a inh 7, CF NFkB block -17, Shn3 3UTR inh 70, Peg3 prom inh 55*, LMP1 NFkB inh 29 and NR2E3 ag-2 5.
COc1ccc(C2=NCc3nnc(C)n3-c3ccc(Cl)cc32)cc1Cl was read as iPSC survival up 1.4, TRAIL sens C8 -2, NR2E3 ag-1 -3, KKLEB tox -6, TRPM1 prom inh -1, HIF-2a inh -41, CF NFkB block -29, Shn3 3UTR inh -1, Peg3 prom inh -26, LMP1 NFkB inh -1 and NR2E3 ag-2 0.
Screening CC(C)(C)c1nc(NCc2ccc3c(c2)OCO3)c2nnn(Cc3ccccc3Cl)c2n1 returned iPSC survival up -0.1, TRAIL sens C8 22, NR2E3 ag-1 -18, KKLEB tox 0, TRPM1 prom inh 11, HIF-2a inh 14, CF NFkB block 24, Shn3 3UTR inh 4, Peg3 prom inh 3, LMP1 NFkB inh 0 and NR2E3 ag-2 2.
For COc1ccc(OCC(=O)N2CCN(C3CCC(c4ccccc4)CC3)CC2)cc1 (stereo unspecified) the results were iPSC survival up 0.1, TRAIL sens C8 1, NR2E3 ag-1 -10, KKLEB tox 4, TRPM1 prom inh -13, HIF-2a inh 17, CF NFkB block -18, Shn3 3UTR inh -11, Peg3 prom inh 22, LMP1 NFkB inh 6 and NR2E3 ag-2 1.
`CC(=NCCN1CCOCC1)c1c(O)n(C2CCCCC2)c(=O)[nH]c1=O` gave iPSC survival up -0.6, TRAIL sens C8 -10, NR2E3 ag-1 -5, KKLEB tox -4, TRPM1 prom inh 2, HIF-2a inh 4, CF NFkB block -7, Shn3 3UTR inh 2, Peg3 prom inh 7, LMP1 NFkB inh 8 and NR2E3 ag-2 0.
O=C(O)Cn1cc(C(=O)c2ccccc2F)c2ccccc21 was read as iPSC survival up -0.4, TRAIL sens C8 -1, NR2E3 ag-1 -7, KKLEB tox 17, TRPM1 prom inh -11, HIF-2a inh 20, CF NFkB block -5, Shn3 3UTR inh 4, Peg3 prom inh 6, LMP1 NFkB inh 4 and NR2E3 ag-2 -1.
COc1ccc(C(=O)C2CCCN(Cc3ccccn3)C2)c(OC)c1 (stereo unspecified) was read as iPSC survival up -0.4, TRAIL sens C8 4, NR2E3 ag-1 -11, KKLEB tox -3, TRPM1 prom inh 9, HIF-2a inh 25, CF NFkB block 9, Shn3 3UTR inh 1, Peg3 prom inh 26, LMP1 NFkB inh -5 and NR2E3 ag-2 -2.
CCC1(CCO)C(=O)NC(=S)NC1=O was read as iPSC survival up -4.0, TRAIL sens C8 -13, NR2E3 ag-1 0, KKLEB tox 5, TRPM1 prom inh -9, HIF-2a inh 13, CF NFkB block 11, Shn3 3UTR inh -17, Peg3 prom inh -1 and LMP1 NFkB inh 2.
Cc1ccc(-n2nc(C)c3c2NC(=O)CSC3c2ccc3c(c2)OCO3)cc1 (stereo unspecified) was read as iPSC survival up 1.3, TRAIL sens C8 -20, NR2E3 ag-1 10, KKLEB tox 14, TRPM1 prom inh 12, HIF-2a inh -15, CF NFkB block -4, Shn3 3UTR inh -2, Peg3 prom inh 3, LMP1 NFkB inh 11 and NR2E3 ag-2 4.
Screening O=C(Nc1cccc(C(F)(F)F)c1)c1cccn(Cc2ccc3c(c2)OC(F)(F)O3)c1=O returned iPSC survival up 1.5, TRAIL sens C8 -3, NR2E3 ag-1 -4, KKLEB tox 9, TRPM1 prom inh -2, HIF-2a inh 13, CF NFkB block -10, Shn3 3UTR inh 70, Peg3 prom inh 29, LMP1 NFkB inh 3 and NR2E3 ag-2 2.

Screening results (PubChem BioAssay)
